Screening data deposited in PubChem BioAssay by several laboratories.
LAP4-GFP MLPCN: alters LAP4-GFP fluorescence in TOR pathway yeast screen; S. cerevisiae LAP4-GFP multiplex, flow cytometry GFP, 3 h; median GFP as percent of DMSO wells; GFP response vs DMSO, % at 10 µM; 320,000 tested, 0.34% active; AID 2023;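 active means GFP response vs DMSO above a set limit, about the screen mean plus 3 SD, cut at about 150% in these data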
MEP2 TOR yeast: yeast TOR pathway MEP2-GFP modulation. S. cerevisiae MEP2-GFP strain, flow cytometry GFP, 3 h; 100% = DMSO control level. GFP response vs DMSO, % at 10 µM. 330,000 tested, 0.51% active. AID 2016;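 active means GFP response versus DMSO above a set limit, roughly screen mean plus 3 SD, cut at about 180% in these data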;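 further: median GFP fluorescence of the barcode-gated MEP2-GFP cells per well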
CIT2 TOR yeast: yeast TOR pathway CIT2-GFP modulation | AID 2029 | GFP response vs DMSO, % at 10 µM | S. cerevisiae CIT2-GFP strain, flow cytometry, 3 h; 100 means same as DMSO wells | 320,000 tested, 0.065% active;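 active means GFP response relative to DMSO above a set limit, near the screen mean plus 3 SD, cut at about 150% in these data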;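 further: ratio of well median GFP fluorescence to mean of DMSO wells on the plate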
Efflux pump inh: antifungal efflux pump inhibition, Nile Red retention. inhibition, % at 10 µM. 330,000 tested, 0.44% active. S. cerevisiae Candida pump triplex;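 active means plate passing quality check with inhibition over a set limit, or well fluorescence over plate mean plus 4 SD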;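 further: Nile Red retained in pooled yeast measured as flow cytometry median fluorescence; 0% = buffer negative control and 100% = Enniatin B positive control; higher means more Nile Red kept so more efflux inhibition; some compounds called inactive have numbers as strong as hits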
AGP1-GFP MLPCN: alters AGP1-GFP fluorescence in TOR pathway yeast screen; S. cerevisiae AGP1-GFP multiplex flow cytometry, 3 h; GFP as percent of DMSO wells; GFP response vs DMSO, % at 10 µM; 320,000 tested, 0.02% active;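 active means GFP response relative to DMSO above a set limit, near screen average plus 3 SD, cut at about 150% in these data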;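 further: median GFP channel fluorescence of the gated AGP1 strain per well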
AHR activator: human AHR activation; AHR-responsive luciferase reporter cells, luminescence; AID 2796; P35869; 320,000 tested, 2.5% active; activation, % at 5 µM; in the data active means activation above about 47%;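 further: 0% = vehicle wells and 100% = reference agonist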
Target sequence (P35869 whole entry, looked up): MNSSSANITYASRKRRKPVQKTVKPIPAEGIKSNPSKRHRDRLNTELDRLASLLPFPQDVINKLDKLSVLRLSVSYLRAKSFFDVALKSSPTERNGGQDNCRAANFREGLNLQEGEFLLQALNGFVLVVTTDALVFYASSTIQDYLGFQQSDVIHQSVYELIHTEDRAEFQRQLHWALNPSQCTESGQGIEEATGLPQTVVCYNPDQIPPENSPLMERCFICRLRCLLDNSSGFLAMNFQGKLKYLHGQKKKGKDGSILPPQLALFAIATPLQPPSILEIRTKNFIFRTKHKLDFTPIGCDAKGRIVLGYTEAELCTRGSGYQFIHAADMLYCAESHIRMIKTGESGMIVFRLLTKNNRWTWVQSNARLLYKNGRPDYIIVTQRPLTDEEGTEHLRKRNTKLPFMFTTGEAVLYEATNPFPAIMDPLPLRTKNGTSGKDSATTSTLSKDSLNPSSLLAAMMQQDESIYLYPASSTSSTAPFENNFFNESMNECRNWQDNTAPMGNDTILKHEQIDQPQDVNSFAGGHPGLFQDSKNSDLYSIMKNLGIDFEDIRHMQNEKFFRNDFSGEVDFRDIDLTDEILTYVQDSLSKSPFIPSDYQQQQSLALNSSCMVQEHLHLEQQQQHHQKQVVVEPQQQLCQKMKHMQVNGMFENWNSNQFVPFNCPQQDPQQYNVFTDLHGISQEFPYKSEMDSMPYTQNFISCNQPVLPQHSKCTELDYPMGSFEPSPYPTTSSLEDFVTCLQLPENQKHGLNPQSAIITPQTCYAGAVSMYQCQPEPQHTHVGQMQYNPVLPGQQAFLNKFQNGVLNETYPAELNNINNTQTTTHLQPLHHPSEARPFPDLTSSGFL
RPL19A TOR yeast: yeast TOR pathway RPL19A-GFP modulation; S. cerevisiae RPL19A-GFP strain, flow cytometry, 3 h; stronger effect = lower value; 330,000 tested, 0.3% active; AID 2025; percent response vs DMSO, % at 10 µM;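 active means percent response vs DMSO below 50%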;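 further: median channel GFP fluorescence of the barcoded RPL19A-GFP strain; ratio of sample median GFP to plate DMSO average so 100% = DMSO; lower means less RPL19A-GFP as with rapamycin TOR inhibition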
CR mimetic SO: lowers age-related superoxide in aged yeast cells; S. cerevisiae aged cells, superoxide DHE fluorescence; stronger effect = lower value; superoxide response (% of plate mean), % at 10 µM; 330,000 tested, 0.18% active;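 active means superoxide response under a set limit, about three screen SD below normal, cut at about 65% in these data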;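 further: yeast aged for seven days with compound at 30 °C before DHE staining; 100% = average MFI of all compound-treated wells on the plate with controls excluded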
The depositor's hits bear a star; · = not tested or not shown. An excerpt. The share of hits here may be higher or lower than overall.

Value order: AGP1-GFP MLPCN	LAP4-GFP MLPCN	RPL19A TOR yeast	Efflux pump inh	MEP2 TOR yeast	CR mimetic SO	CIT2 TOR yeast	AHR activator
- COC(=O)C1=C(c2ccc(F)cc2OCc2ccccc2)C[C@@H]2CC[C@H]1N2C(=O)NCCc1ccc(F)cc1
  96	98	96	0.3	90	96	98	0
- CCC(C)C(NC(=O)CCCNC(=O)CCC(=O)OC1O[C@H]2OC3(C)CC[C@H]4[C@H](C)CCC(C1C)C24OO3)C(=O)O (stereo partly drawn)
  100	104	104	-0.1	111	86	104	0
- CCCCCc1nc2ccccc2c(=O)n1-c1ccc(Cl)cc1[N+](=O)[O-]
  113	100	104	-0.1	107	89	107	-2
- CSc1nnc(C2CCNCC2)n1C
  94	·	95	-0.1	93	108	93	3
- O=C(c1ccco1)c1cn(Cc2ccc(Cl)cc2)c2ccccc12
  90	100	95	0.0	93	88	92	2
- CCN(CC)S(=O)(=O)c1cccc(N=Nc2c(O)n(CC)c(=S)n(CC)c2=O)c1
  78	109	102	0.3	103	106	90	-1
- Cc1ccc2c(c1)C1C[N+](C)(CC(=O)c3ccc(Cl)cc3Cl)CCC1N2C(=O)c1ccc(F)cc1 (stereo not drawn)
  95	95	96	-0.1	97	91	98	7
- CCOc1ccc2c(c1)c(C(C)=O)c(C)n2Cc1ccco1
  102	106	101	0.2	98	97	98	7
- CCOc1ccc(NC(=O)N2C[C@H]3C[C@@H](C2)c2cccc(=O)n2C3)cc1
  101	99	102	0.2	105	113	99	3
- O=C(O)C1C2CC3CC(C2)CC1(n1ncc(N2CCC4(CC2)OCCO4)c(Cl)c1=O)C3 (stereo not drawn)
  101	99	96	0.0	95	103	90	-1

As a short view, 2 of the compounds above:
Value order: AGP1-GFP MLPCN	LAP4-GFP MLPCN	RPL19A TOR yeast	Efflux pump inh	MEP2 TOR yeast	CR mimetic SO	CIT2 TOR yeast	AHR activator
- COC(=O)C1=C(c2ccc(F)cc2OCc2ccccc2)C[C@@H]2CC[C@H]1N2C(=O)NCCc1ccc(F)cc1
  96	98	96	0.3	90	96	98	0
- CCC(C)C(NC(=O)CCCNC(=O)CCC(=O)OC1O[C@H]2OC3(C)CC[C@H]4[C@H](C)CCC(C1C)C24OO3)C(=O)O (stereo partly drawn)
  100	104	104	-0.1	111	86	104	0

Continuation.
Value order: AGP1-GFP MLPCN	LAP4-GFP MLPCN	RPL19A TOR yeast	Efflux pump inh	MEP2 TOR yeast	CR mimetic SO	CIT2 TOR yeast	AHR activator
- COc1cccc(N2C(=O)CC(=O)NC2=O)c1
  100	113	102	0.0	98	101	97	10
- Cc1sc2ncn(CC(=O)NCCCC(=O)N3CCC4(CC3)OCCO4)c(=O)c2c1C
  104	96	103	-0.2	100	92	108	1
- CCCCC(=O)N/N=C/c1c(O)n(CC)c(=S)n(CC)c1=O
  90	81	93	-0.1	98	112	96	2
- O=c1c2ccccc2nc(CSc2ncnc3nc[nH]c23)n1-c1ccccc1Cl
  104	109	103	0.0	96	88	103	4
- Cc1ccccc1-n1c(C)nc2ccccc2c1=O
  113	106	109	-0.1	101	91	108	-5
- CC(C)n1c(=O)c(C=Nc2ccc(S(N)(=O)=O)cc2)c(O)n(Cc2ccco2)c1=O
  93	88	93	0.0	95	95	103	4
- Cc1[nH]c2ccccc2c1C(=O)C(=O)N1CC2CC(C1)c1cccc(=O)n1C2 (stereo not drawn)
  97	93	93	-0.4	94	101	89	-2
- COC(=O)C1=C(c2ccc(OC)c(OC)c2)C[C@@H]2CC[C@H]1N2C(=O)NCCOc1ccccc1
  78	88	94	-0.1	91	82	100	1
- COC(=O)C1=C(c2ccccc2)C[C@@H]2CC[C@H]1N2C(=O)NC1CCCCC1
  91	111	101	-0.1	95	97	93	3
- COc1ccc(CCNC(=O)COC(=O)Cc2ccccc2)cc1
  97	97	103	0.6	99	98	98	1

Entries of single compounds as entered above. Order of screens: AGP1-GFP MLPCN	LAP4-GFP MLPCN	RPL19A TOR yeast	Efflux pump inh	MEP2 TOR yeast	CR mimetic SO	CIT2 TOR yeast	AHR activator
COC(=O)C1=C(c2ccc(OC)c(OC)c2)C[C@@H]2CC[C@H]1N2C(=O)NCCOc1ccccc1 is entered as 78	88	94	-0.1	91	82	100	1
Cc1sc2ncn(CC(=O)NCCCC(=O)N3CCC4(CC3)OCCO4)c(=O)c2c1C is entered as 104	96	103	-0.2	100	92	108	1

The list continues:
Value order: AGP1-GFP MLPCN	LAP4-GFP MLPCN	RPL19A TOR yeast	Efflux pump inh	MEP2 TOR yeast	CR mimetic SO	CIT2 TOR yeast	AHR activator
- CC1(C)CC(=O)C(C=NCCN2CCN(C(=O)Cc3ccc(Cl)cc3)CC2)=C(O)C1
  102	101	96	-0.1	96	117	95	-1
- COC(=O)C1=C(c2c(C)noc2C)C[C@@H]2CC[C@H]1N2C(=O)N1CCC(O)CC1
  98	100	95	-0.1	94	112	100	0
- CC(=O)c1ccc(OCC(=O)N2CCCC(N3CCN(c4ccccc4C)CC3)C2)cc1 (stereo not drawn)
  103	102	104	-0.1	108	107	103	0
- COC(=O)C1=C(C)OC(N)=C(C#N)C12C(=O)Nc1ccccc12 (stereo not drawn)
  105	104	99	-0.1	100	97	102	14
- CC1=NN(c2ccccc2)C(=O)/C1=C/c1c(O)[nH]c(=O)[nH]c1=O
  97	97	98	0.1	100	110	106	7
- CCCCn1c(=O)c(C=Nc2cc([N+](=O)[O-])ccc2OC)c(O)n(CCCCl)c1=O
  96	103	106	0.0	112	153	99	0
- CCC(C)n1c(O)c(C=NCCN2CCOCC2)c(=O)[nH]c1=S (stereo not drawn)
  112	110	102	-0.1	101	117	106	1
- C/C=C/CC1(CC)C(=O)NC(=S)NC1=O
  101	97	97	0.2	105	102	103	0
- COc1ccc(OC)c(N=Cc2c(O)[nH]c(=O)[nH]c2=O)c1
  103	100	105	-0.2	108	94	106	20
- COC(=O)C1=C(c2ccc(OC)c(OC)c2)C[C@@H]2CC[C@H]1N2C(=O)N1CCCCC1
  93	93	96	0.6	94	89	92	2

The final 2 compounds of the section above open the next one:
Value order: AGP1-GFP MLPCN	LAP4-GFP MLPCN	RPL19A TOR yeast	Efflux pump inh	MEP2 TOR yeast	CR mimetic SO	CIT2 TOR yeast	AHR activator
- COc1ccc(OC)c(N=Cc2c(O)[nH]c(=O)[nH]c2=O)c1
  103	100	105	-0.2	108	94	106	20
- COC(=O)C1=C(c2ccc(OC)c(OC)c2)C[C@@H]2CC[C@H]1N2C(=O)N1CCCCC1
  93	93	96	0.6	94	89	92	2
- CCOC(=O)C(O)(c1ccc(NC(=O)NC2CCCCC2)cc1)C(F)(F)F (stereo not drawn)
  104	111	102	0.0	102	100	100	1
- Cc1cc(OC(=O)CCNC(=O)OC(C)(C)C)c2c3c(c(=O)oc2c1)CCC3
  102	77	99	0.2	86	117	100	-1
- O=C(N/N=C/c1c(O)n(C2CC2)c(=S)[nH]c1=O)c1ccccc1Cl
  98	96	99	0.0	92	75	94	4
- COc1cccc2c1O[C@H]1C(=O)CC[C@H]3CN(C)CCC231 (stereo partly drawn)
  100	109	107	-0.1	97	102	94	-2
- Cc1cccc(CN(C)C)c1OC(=O)N(C)C
  100	105	99	0.0	106	91	102	6
- CN(CCCCC(=O)/C=N/O)Cc1ccccc1 (tested in a mixture with another compound)
  103	99	102	0.0	102	94	101	2
- COC(=O)C1=C(c2cccc3c2S(=O)(=O)c2ccccc2-3)C[C@@H]2CC[C@H]1N2C(=O)N1CCc2cc(OC)c(OC)cc2C1
  87	85	89	0.6	82	85	84	1
- O=c1[nH]c(=S)[nH]c(O)c1N=Nc1cc2c(cc1[N+](=O)[O-])OCO2
  99	109	99	-0.1	102	101	102	1
- COc1ccc(C(O)C(C)NC(C)C(O)c2ccc(OC)cc2)cc1 (stereo not drawn)
  104	104	100	0.0	98	98	101	1
- CC1CCN(S(=O)(=O)c2ccc(NN=C(C#N)C#N)cc2)CC1
  107	103	101	0.0	105	107	95	-3
- O=c1c2ccccc2nc(-c2ccco2)n1-c1ccccn1
  104	97	97	0.0	100	90	94	10
- c1ccc2c(CNC3CCCCCC3)c[nH]c2c1
  101	93	96	-0.1	92	112	103	19
- C=C(C)[C@@H]1C2C(=O)O[C@H]1[C@H]1OC(=O)[C@@]34OC3C[C@]2(O)[C@@]14C (stereo partly drawn)
  96	115	99	0.0	98	94	93	-1
- COC(=O)C1=C(c2c(C)noc2C)C[C@@H]2CC[C@H]1N2C(=O)NCCCOC(C)C
  104	106	99	0.0	98	110	96	-1
- CC1=CC(=O)OC2CC3OC4C[C@@H](C)C5OC6CC7O[C@]8(C)C/C=C\C9OC%10CC%11OC(CC(C)C%12OCCO%12)CC(O)[C@]%11(C)OC%10CC9OC8C[C@]7(C)O[C@]6(C)CCC5OC4C[C@]3(C)OC12 (stereo partly drawn)
  97	116	96	1.7	94	82	90	1
- CN[C@@H]1C[C@@H](c2ccc(Cl)c(Cl)c2)c2ccccc21
  95	111	106	-0.1	97	86	95	6
- CC(=NCc1cccnc1)c1c(O)n(-c2ccc(Cl)cc2)c(=O)[nH]c1=O
  116	120	105	-0.2	108	81	110	-1
- COc1cc2c(cc1C=O)OCO2
  108	99	107	-0.1	108	104	108	1
- COc1ccc(C(=O)C2CCCN(C3CSCCSC3)C2)c(C)c1 (stereo not drawn)
  102	101	105	0.0	109	97	102	5
- COC(=O)C1=C(c2ccc(OCc3ccccc3)cc2)C[C@@H]2CC[C@H]1N2C(=O)NCc1cccc(OC)c1
  98	99	96	-0.3	89	101	106	-3
- CCCS(=O)(=O)N1CCC(C(=O)N2CCC3(CC2)OCCO3)CC1
  106	103	98	-0.1	115	84	108	0
- Cc1cccc(N2C(=O)/C(=C/c3ccc(CN(CCC#N)S(C)(=O)=O)o3)C(=O)NC2=S)c1
  108	100	102	0.2	104	118	107	-1
- C=CCn1c(O)c(C(C)=Nc2ccc(N(C)C)cc2)c(=O)[nH]c1=O
  91	92	98	-0.1	89	95	·	13
